H69AR growth 86K – growth inhibitors of human H69AR lung tumor cells | AID 598 | H69AR lung tumor viability, ATP luminescence, 72 h; stronger effect = lower value | 6% of 85,000 active | viability, % at 10 µM;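 active = viability at or below 40%; inactive = viability above 40%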;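 note: multidrug resistant small cell line overexpressing MRP-1 efflux transporter; 100% = mean luminescence of untreated control wells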
S1P2 blocker – antagonists of human S1P2 receptor; O95136; cell-based S1P2 antagonist assay, inhibition at 5 uM; inhibition, % at 5 µM; 0.21% of 97,000 active; in the data active = inhibition above about 45%;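 note: CRE beta-lactamase reporter cells expressing human S1P2 stimulated with S1P; 0% = agonist at EC80 alone and 100% = agonist plus reference antagonist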
Target sequence (O95136 whole entry, looked up): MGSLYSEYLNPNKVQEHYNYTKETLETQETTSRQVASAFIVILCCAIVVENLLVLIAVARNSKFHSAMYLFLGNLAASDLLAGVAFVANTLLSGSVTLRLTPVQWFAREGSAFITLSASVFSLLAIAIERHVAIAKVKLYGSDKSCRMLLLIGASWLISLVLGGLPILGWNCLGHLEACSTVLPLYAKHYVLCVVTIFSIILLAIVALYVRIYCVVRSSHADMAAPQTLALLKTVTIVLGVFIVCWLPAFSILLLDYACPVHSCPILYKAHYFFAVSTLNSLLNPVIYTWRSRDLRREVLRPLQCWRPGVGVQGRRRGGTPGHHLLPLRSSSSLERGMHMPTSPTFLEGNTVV
PTPN22 act – LYP (human) phosphatase activation; recombinant LYP, DiFMUP fluorescence; 0 = plate median, 100 = signal doubled; activation, % at 2 µM; 0.11% of 96,000 active; AID 697;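 active = activation at 2 µM above a set limit, the mean plus 5 SD, cut at about 37% in these data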
Fibroblast inh – blocks proliferation of human lung fibroblasts | LL 47 human lung fibroblast viability, ATP luminescence; stronger effect = lower value | viability, % at 10 µM | 1.1% of 85,000 active;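 active = viability at or below 50% in the single dose screen; inactive = viability above 50%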;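 note: compound exposure lasted 72 h before the ATP readout; 100% = median luminescence of untreated cell-only wells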
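material = human LL 47 lung fibroblast cells | dosing = compounds added from tenfold dosing solution, 0.1% DMSO final | timing = overnight cell rest, 72 h compound treatment at 37 °C | measured by = CellTiter-Glo luminescence measuring cellular ATP | evaluation = % viability versus median cells-only luminescence | control set = cell-only wells, no compound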
sEH act – increases human soluble epoxide hydrolase activity; 0.04% of 91,000 active; AID 717; purified human sEH enzymatic activity, activator screen; P34913; activation, % at 2 µM; in the data active = activation above about 37%; note: values of inactives mirror those of a sister screen read the other way
Target sequence (P34913 whole entry, looked up): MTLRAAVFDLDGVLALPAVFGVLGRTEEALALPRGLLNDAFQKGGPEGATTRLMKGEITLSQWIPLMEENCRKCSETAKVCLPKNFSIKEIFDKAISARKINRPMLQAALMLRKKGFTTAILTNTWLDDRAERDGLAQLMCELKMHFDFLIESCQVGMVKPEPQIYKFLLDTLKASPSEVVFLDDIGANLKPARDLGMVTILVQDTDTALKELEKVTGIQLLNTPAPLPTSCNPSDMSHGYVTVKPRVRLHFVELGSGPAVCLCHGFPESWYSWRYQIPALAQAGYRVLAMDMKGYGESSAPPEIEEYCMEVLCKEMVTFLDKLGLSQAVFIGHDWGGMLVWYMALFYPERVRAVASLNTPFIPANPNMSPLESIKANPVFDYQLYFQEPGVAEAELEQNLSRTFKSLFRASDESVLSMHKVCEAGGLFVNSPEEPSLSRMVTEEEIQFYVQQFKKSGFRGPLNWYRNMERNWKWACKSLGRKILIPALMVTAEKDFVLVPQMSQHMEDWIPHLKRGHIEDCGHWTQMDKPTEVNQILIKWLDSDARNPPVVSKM
S1P2 agonist – S1P2 (human) receptor agonism; S1P2-expressing cell line, agonist reporter read-out; activation, % at 4.5 µM; 0.46% of 97,000 active; AID 729; in the data active = activation above about 16%;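 note: 0% = vehicle low control and 100% = maximal reference agonist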
sEH inh – soluble epoxide hydrolase (human) inhibition; recombinant human sEH enzymatic activity assay; P34913; 0.34% of 91,000 active; inhibition, % at 2 µM; in the data active = inhibition above about 80%; note: values of inactives mirror those of a sister screen read the other way; many of its hits are not listed in these tables
PostGolgi ctrl – growth of the yeast control strain, post-Golgi counter-screen. efflux-deficient yeast background strain, growth absorbance A615, 16 h. inhibition, % at 10 µM. 5% of 98,000 active. AID 738; in the data active = inhibition above about 30%
HUVEC prolif 384 – inhibitors of human endothelial cell proliferation | HUVEC proliferation, CellTiter-Glo luminescence, 72 h; stronger effect = lower value | viability, % at 10 µM (by protocol) | 1.1% of 86,000 active;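 active = viability at or below 30%; inactive = viability above 30%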;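 note: 100% = median luminescence of DMSO-only cell control wells on each plate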
* = called active by the depositor; · = no result given. The list is partial (hit frequency here may not be typical).

SMILES	H69AR growth 86K	S1P2 blocker	PTPN22 act	Fibroblast inh	sEH act	S1P2 agonist	sEH inh	PostGolgi ctrl	HUVEC prolif 384
Cc1ccc(C(=O)NCCCNCCCN(C)C)cn1	98	-14	7	101	-2	-7	0	1	82
CCOC(=O)C1CCN(S(=O)(=O)c2ccc(-n3cnnn3)c(C)c2)CC1	103	22	-5	100	-2	-3	3	2	96
CC1=CC(C)(C)N(C(=O)c2ccccc2)c2ccc(C)cc21	86	6	8	96	-9	-1	9	8	103
Cc1c(C)c2cc(Cl)c(O)c(CN3CCN(C)CC3)c2oc1=O	97	15	6	95	9	1	-7	5	100
O=C(Nc1ccc(F)cc1)C1CCCN(S(=O)(=O)c2cccc3cccnc23)C1 (configuration not stated)	81	19	-5	107	·	-6	·	9	106
CC(=O)N(C(C)=O)C1=C(C#N)C2(CCCCC2)Cc2ccccc21	84	8	13	104	8	-10	-5	29	100
Cc1cc(NC(=O)CCC(=O)N(CC(=O)NC2CCCC2)Cc2ccccc2Cl)no1	77	20	7	94	-24	-5	24	-7	94
COC(=O)C1=C(C)Nc2nnnn2C1c1cc(OC)ccc1OC (configuration not stated)	67	1	5	96	2	0	-3	9	93
CC1CN(c2nc3c(c(=O)n(Cc4ccc(Cl)cc4)c(=O)n3C)n2C)CC(C)O1 (configuration not stated)	94	17	-6	78	·	-6	·	15	91
Cn1c(=O)c2ncn(CC(=O)Nc3cccc(-c4nc5ccccc5s4)c3)c2n(C)c1=O	·	17	-7	·	0	-7	3	1	·
C=CCCC(=O)Nc1nc(C)c(-c2csc(Nc3ccc(Cl)cc3)n2)s1	·	-6	-13	·	-20	-8	25	50*	·
CC(C)NC(=O)c1cc(C(=O)c2cc(Cl)ccc2O)coc1=N	79	10	6	109	-6	-5	6	2	102
Cc1sc(NC(=O)CSc2nc(N)n(CC(=O)c3ccccc3)n2)c(C#N)c1C	87	-25	-2	100	9	-1	-7	8	109
Cn1nc(CC(=O)N2CCN(c3ccccc3)CC2)c2ccccc2c1=O	92	-2	-8	89	0	-8	1	21	93
O=c1c([N+](=O)[O-])cc(C(F)(F)F)cn1Cc1c(Cl)cccc1Cl	·	14	9	·	-2	-2	4	6	·
O=C(Nc1ccc([N+](=O)[O-])cc1)C1C(c2ccccc2)=C1c1ccccc1	·	17	-3	·	9	-6	-7	24	·
COc1ccc(S(=O)(=O)N2CCN(c3ccc4nnc(-c5ccc(F)cc5)n4n3)CC2)cc1	72	48*	-4	86	-7	-7	6	20	70
COc1ccc(CCNC(=O)NC(C(F)(F)F)C(F)(F)F)cc1OC	86	-1	-8	99	-2	-6	6	16	91
COc1ccc(NC(=O)CN2CCN(c3ccccc3F)CC2)cc1	98	-3	2	113	-2	0	6	2	91
CN(C)c1ccc2c(O)cc(=O)n(C)c2c1	22*	2	-1	102	0	-5	-1	-3	95
Cc1ccc(NC2=NCC(=O)N2CCc2ccccc2)cc1C	78	9	7	99	2	-11	2	14	95
CCOC(=O)c1cnn(-c2nc3c(C)cccc3s2)c1C	·	6	-6	·	1	-4	0	4	·
CCCCNC(=O)C1CCCN1C(=O)Nc1cccc(OC)c1 (configuration not stated)	83	0	3	98	-1	0	1	9	102
Clc1ccccc1CSc1nc2ccncc2[nH]1	72	26	4	86	1	-6	-3	11	90
COc1ccc(CN2CCC(=O)NC2=O)cc1	96	2	-4	112	6	-13	-4	-11	100
O=C(O)CCc1nn2c3ccccc3nc2n(CCN2CCCCC2)c1=O	96	-2	8	106	57*	-1	-54	10	94
O=C(O)c1nc(N2CCCC2)ncc1Cl	·	6	3	·	7	-2	-4	-11	·
CSc1cccc(NC(=O)C2CCN(S(=O)(=O)c3ccc(F)cc3)CC2)c1	97	4	4	108	-25	-6	25	4	90
CCOC(=O)N1CCN(C(=O)Cn2ccc3ccccc3c2=O)CC1	97	13	3	107	·	-4	·	4	91
COc1ccc(Br)cc1CNc1ccc(O)cc1	36*	-30	-1	100	-12	-1	16	-2	88
CCCCNC(=O)C1CCN(S(=O)(=O)c2c(C)noc2/C=C\c2ccc(OC)cc2)CC1	74	-11	3	86	-12	8	12	4	57
Cn1c(NC(=O)c2cc(Br)ccc2Cl)cc(=O)n(C)c1=O	·	6	2	·	24	-5	-25	12	·
O=C(CCCn1c(=O)c2ccccc2n(Cc2ccccc2)c1=O)NCc1ccco1	88	-31	4	103	-6	-3	6	12	73
Cc1cc(C)n2nc(C(=O)Nc3nnc(C4CC4)s3)nc2n1	101	2	8	97	6	-8	-3	14	95
Cn1c(=O)[nH]c(=O)c2c1nc(CN1CCN(c3cccc(Cl)c3)CC1)n2CCc1ccccc1	2.8*	-22	-2	85	7	-4	-2	14	73
O=c1oc2c3c4c(cc2s1)CCCN4CCC3	87	6	2	109	-2	-4	3	8	93
C/C(Nc1ccc(Cl)cc1)=C(/C#N)C(N)=O	108	12	-4	117	13	-6	-13	6	102
CC(C)(C)Nc1nc(Oc2ccc(=O)n(-c3ccccc3)n2)nc(N2CCOCC2)n1	41	-17	9	92	3	6	-2	-4	98
S=c1[nH]nc(CCc2ccccc2)n1Cc1ccccc1	·	0	-1	·	-16	-9	17	14	·
O=C(NC(=S)Nc1ccc(S(=O)(=O)N2CCCCC2)cc1)c1ccccc1	·	1	1	·	-6	-6	8	18	·
O=C(NCC1CCCO1)C1CCN(S(=O)(=O)c2cccc3cccnc23)CC1 (configuration not stated)	94	6	18	96	-6	-2	5	7	93
CCc1c(C)nc2cc(-c3ccc(OC)c(OC)c3)nn2c1NCC1CC1	·	-13	-7	·	7	7	-6	22	·
COC(=O)c1ccc2c(=O)n(CCCN3CCOCC3)c(=S)[nH]c2c1	86	4	-2	97	8	-3	-6	0	95
COc1ccc(/C=C(/C#N)C(=O)Nc2ccc(C)cc2C)cc1C(=O)O	·	3	0	·	-12	-7	11	-1	·
O=C(O)c1n[nH]c2ccccc12	101	4	-12	102	·	-7	·	3	97
O=C1CC(N2CCC(c3nc4ccccc4s3)CC2)C(=O)N1 (configuration not stated)	92	-6	4	104	5	-4	-3	9	92
Cc1ccc(C(=O)NC(=S)NCC2CCCO2)cc1 (configuration not stated)	·	6	1	·	-4	-6	6	-1	·
COc1cccc(C2C=C(c3ccc(Br)s3)Nc3ncnn32)c1OC (configuration not stated)	43	·	·	93	·	·	·	21	110
CCOC(=O)Cc1c(C)nc2cc(-c3ccc(C)cc3)[nH]n2c1=O	93	-2	-1	87	7	-1	-4	0	80
CCOC(=O)C(Sc1nn(C)c(=S)s1)C(C)=O (configuration not stated)	99	6	-16	103	9	-3	-10	-5	106
COc1cc(N/C=C(\C(C)=O)c2ccccc2)cc(OC)c1	·	7	-2	·	2	-6	1	12	·
CCCn1nnc(NC(=O)c2cccc(OCC)c2)n1	96	4	-6	97	-3	-3	6	6	103
CCOC(=O)N1CCN(C(=O)CCN2C(=O)COc3ccccc32)CC1	91	1	-5	108	11	-7	-6	3	93
COc1ccccc1-c1noc(-c2cccs2)n1	82	2	4	93	-7	-10	10	32*	78
NC(=S)N/N=C\c1ccc(-c2cccc(Cl)c2Cl)o1	45	-9	-10	68	18	-5	-20	48*	22*
O=C(OCC(=O)N1CCN(C(=O)c2ccco2)CC1)c1cc(-c2ccco2)nc2ccccc12	60	10	-11	99	-3	-9	2	2	94
C=CCn1c(SCC(=O)Nc2ccc3c(c2)OCO3)nnc1-c1ccccc1	101	8	-8	105	-20	-5	17	6	99
O=C(/C=C/c1ccc(-c2ccccc2[N+](=O)[O-])o1)c1ccc(Br)cc1	·	15	1	·	2	-5	0	11	·
Cc1c(CCOC(=O)C23CC4CC(CC(C)(C4)C2)C3)sc[n+]1Cc1ccccc1	·	2	2	·	1	-5	1	34*	·
CCOC(=O)c1c(NC(=O)CSc2nnnn2-c2ccc(OC)cc2)sc(C)c1C	30*	1	-6	96	16	-2	-18	1	75

(continued)
SMILES	H69AR growth 86K	S1P2 blocker	PTPN22 act	Fibroblast inh	sEH act	S1P2 agonist	sEH inh	PostGolgi ctrl	HUVEC prolif 384
Cc1noc(C)c1C(=O)OCC(=O)Nc1cc(Cl)ccc1Oc1ccccc1	40	-19	-11	100	-4	-3	4	38*	99
Clc1ccccc1CSc1nnc(-c2ccccn2)n1Cc1ccco1	91	6	2	86	23	-4	-21	13	106
CCN(CC)C(=O)COC(=O)c1ccc(O)cc1	97	-4	-9	100	-6	3	4	3	98
CCCc1cc(N2CCCC2)n2nc(C)c(-c3ccccc3)c2n1	44	-37	9	91	3	-7	-3	-1	105
N#Cc1nc(-c2ccco2)oc1NCCCn1ccnc1	90	1	3	101	-14	-6	17	10	90
NC(=O)C1CCN(Cc2nc(-c3ccccc3)no2)CC1	86	5	7	106	-1	-3	-1	3	94
CCCCCCNCCn1cnc2c(N)ncnc21	105	-10	6	95	-12	-8	14	4	104
FC(F)(F)c1cccc(Nc2ncnc3ccccc23)c1	97	·	·	93	·	·	·	17	77
CCC1(CC)NC(=O)N(CC(=O)OCn2nnc3ccccc3c2=O)C1=O	103	11	2	95	-11	2	11	2	85
CCOc1ccc2nc(NC(=O)CSc3nc4ccccc4c(=O)n3Cc3ccco3)sc2c1	49	13	0	69	·	-1	·	-1	73
COCCNc1oc(-c2ccc(Cl)cc2)nc1C#N	96	-12	-5	108	6	0	-7	3	98
Cc1ccccc1NC1=CC(=O)CC(C)(C)C1	104	-5	-6	104	-4	-4	4	·	90
CCCCCC(=O)N1CCN(c2ccc(C(C)=O)cc2F)CC1	98	·	·	92	·	·	·	7	97
O=C(NC(=S)Nc1ccc(S(=O)(=O)N2CCCCC2)cc1)c1ccc(Cl)cc1	·	20	-3	·	-15	-4	16	2	·
COCC(C)n1c(C)cc(C(=O)CN2C(=O)NC(Cc3c[nH]c4ccccc34)C2=O)c1C (configuration not stated)	94	-24	-5	97	7	-7	-8	16	88
CC(C)(C)NC(=O)c1ccc2nccnc2c1	96	-5	-7	99	-5	-6	6	15	93
COc1cc(/C=N/c2oc(-c3ccccc3)cc2C#N)ccc1O	·	16	5	·	-6	-5	8	19	·
CCN(CC)c1nc(OCCNC(=O)Nc2ccccc2)nc(N(CC)CC)n1	59	-58	-9	103	-8	11	10	12	77
COc1ccc(Cl)cc1Nc1nc(-c2sc(NC(=O)c3ccccc3)nc2C)cs1	·	-9	-3	·	-7	-6	12	-6	·
CCCn1c(C)nc2c(c1=O)c1nc3ccccc3nc1n2CCC1=CCCCC1	13*	-6	-11	86	24	-4	-26	23	73
COC(=O)C(NC(=O)c1ccccc1)(Nc1nccs1)C(F)(F)F (configuration not stated)	89	1	3	93	·	-3	·	1	101
CC(C)(C)c1ccc(OCc2nc(-c3ccccn3)no2)c(Br)c1	66	-11	8	100	1	-2	-7	32*	98
COC(=O)C1(S(=O)(=O)c2cccc3nsnc23)CC1	98	·	·	100	·	·	·	3	102
OC(COCC1COc2ccccc2O1)CN1CCN(c2ccccc2F)CC1 (configuration not stated)	·	-4	6	·	47*	-2	-48	6	·
O=C(COC(=O)c1ccc(S(=O)(=O)NCc2ccco2)cc1)NC1CCCCCC1	·	-18	-12	·	-90	-2	90*	20	·
CNC(=S)N/N=C1\C(=O)c2cccc3cccc1c23	13*	0	-4	46*	5	-5	-1	9	39

Assay outcomes (PubChem BioAssay)
